# ALOX12 inh = ALOX12 (human) lipoxygenase inhibition; purified 12hLO, xylenol orange hydroperoxide absorbance; Potency, µM (top dose mostly 108 µM), without a hit: at the top dose activity change, negative = inhibition, hits mostly inhibitors; 580,000 compounds, 1.1% hits; AID 1671190; active means well fitted inhibition curve with a large enough effect; inconclusive means small, poorly fitted or top-dose-only effect, or another doubt; inactive means no such curve, though single readings can be large or run the other way
# Target sequence (P18054 whole entry, looked up): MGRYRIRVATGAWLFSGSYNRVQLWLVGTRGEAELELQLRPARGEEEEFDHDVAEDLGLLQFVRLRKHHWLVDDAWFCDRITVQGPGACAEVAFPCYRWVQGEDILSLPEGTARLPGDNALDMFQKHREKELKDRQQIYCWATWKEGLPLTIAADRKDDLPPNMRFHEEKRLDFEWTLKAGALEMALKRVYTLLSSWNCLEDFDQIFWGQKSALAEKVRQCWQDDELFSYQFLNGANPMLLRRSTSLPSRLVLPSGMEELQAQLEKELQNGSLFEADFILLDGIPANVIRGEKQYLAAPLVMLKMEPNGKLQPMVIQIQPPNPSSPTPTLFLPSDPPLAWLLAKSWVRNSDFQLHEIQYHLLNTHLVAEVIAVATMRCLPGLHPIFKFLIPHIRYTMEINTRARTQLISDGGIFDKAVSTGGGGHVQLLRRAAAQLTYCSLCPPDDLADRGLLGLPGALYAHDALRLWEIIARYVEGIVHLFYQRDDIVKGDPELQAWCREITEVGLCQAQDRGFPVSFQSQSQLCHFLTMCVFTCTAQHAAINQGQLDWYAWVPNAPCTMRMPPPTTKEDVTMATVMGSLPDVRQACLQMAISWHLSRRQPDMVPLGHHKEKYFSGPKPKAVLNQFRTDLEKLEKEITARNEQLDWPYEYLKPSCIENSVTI
#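 Purified human 12hLO (150 nM final) in 25 mM Hepes, 0.01% Triton X-100, pH 7.0 was preincubated 15 min at room temperature with compound. Then 40 uM arachidonic acid was added, 30 min. Hydroperoxide was read by Fe-XO absorbance ratio 573/405 nm.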
# Active calls of the source: *; ? = inconclusive; [ ] = remark or other dose. On the % scale 0 is the no-effect control and ±100 the full control effect; potency means the concentration at half of the fitted maximal effect. A portion of the library, so the mix of outcomes need not match the whole.
ALOX12 inh | Compound
11% | Cc1ccc(S(=O)(=O)N(C)[C@H]2C[C@H]3c4cc(N5CCOCC5)ccc4CCN3C[C@H]2[C@H](C)O)cc1
4% | O=C(CCc1ncc(-c2ccccc2)o1)NCc1ccc(F)cc1
-20% | C/C(=N/Nc1ccc([N+](=O)[O-])cc1[N+](=O)[O-])C(C)(C)C
0% | COCc1cc(NCc2cccnc2N(C)Cc2ccccc2)ncn1
46%[activator][176 µM] | O=C1c2cc(N3CCOCC3)nc(-c3cnc4[nH]ccc4c3)c2CN1CC(F)(F)F
4%[6.33 µM] | Cn1cccc1CN1CCCC2(C1)C(=NC1CCCC1)NC(=O)N2c1cccnc1 (stereo not drawn)
-20% | CN(CC(=O)N1CCN(CC(=O)NC(C)(C)C)CC1)c1nc(-c2ccccc2)c2ccccc2n1
-4% | COC(=O)c1ccc(Oc2coc3cc(OS(C)(=O)=O)ccc3c2=O)cc1
-1% | Cc1nc(N2CCCCC2)ncc1-c1cc(=O)[nH]c(N2CCc3ccccc3C2)n1
6% | O=C(Cn1c2c(c(=O)n1Cc1ccccc1)CCN(Cc1ccccc1)C2)Nc1ccncn1
? | Cc1ccc(-c2noc([C@@H]3C[C@H](NC(=O)CC(C)(C)C)CN3C)n2)cc1
31%[activator] | COc1ccc(N2CCN(C3CCCN(C/C=C/c4ccccc4OC)C3)CC2)cc1 (stereo not drawn)
5% | COc1ccc(N(CC(=O)N2CCN(C)CC2)S(=O)(=O)c2ccccc2)cc1Cl
5% | CCOc1ccccc1CN1CCCCCCNC(=O)CC1
76%[activator] | CCOC(=O)c1ccc2ncc(C(=O)OCC)c(NCCCOC(=O)c3cccnc3)c2c1
17% | O=C(OCc1cccc2ccccc12)c1cc(=O)c2ccccc2o1
12% | O=C(CN1CCC2(CC1)OCCO2)Nc1cc(Cl)cc(Cl)c1
2% | Cc1ccc(NC(=O)c2nn(Cc3ccccc3)c(=O)c3ccccc23)c(Cl)c1
? | CCn1nc(C)c(CCN(C)C(=O)Cn2nc3n(c2=O)CCC(N)CC3)c1C (stereo not drawn)
26% | c1ccc(CCCOCC2CCNCC2)cc1
10% | O=C(CSc1nc(-c2ccc(F)cc2)cc(C(F)(F)F)n1)NC1CCCCC1
4% | O=S(=O)(c1ccccc1)N1CCCC(Cc2noc(-c3ccncc3)n2)C1 (stereo not drawn)
-5% | CCC1c2ccsc2CCN1C(=O)c1nn(C)c(=O)c2ccccc12 (stereo not drawn)
8% | Cc1ccc(-c2nc(CCNc3ncccc3C#N)co2)cc1
33% | O=C(NCC1CCN(c2cc(-c3ccccc3)[nH]n2)CC1)c1ccc[nH]c1=O
50%[activator] | CCNC(=O)Cc1ccc(N(Cc2cccc(F)c2)C(=O)c2ccco2)cc1
5% | CCn1c(-n2nc(C)cc2C)nc2c1c(=O)n(CCN1CCCCC1)c(=O)n2C
10% | O=C(CSc1nc2ccccc2nc1N1CCCC1)N1CCN(c2ccc(Cl)cc2)CC1
6% | CC(C)=CC1C(C(=O)NNC(=O)C2CC2)C1(C)C (stereo not drawn)
-30% | COc1ccc(C2SCc3cc(C)c(C)cc3CS2)cc1OC
-25% | COc1ccc(-c2nc(P(=O)(OC)OC)c(NCc3cccnc3)o2)cc1
0% | O=C1CC(c2ccccc2)N(Cc2ccncc2)CCCN(C(=O)CCc2ccccc2)CCN1 (stereo not drawn)
? | CN1CC(=O)N(C2CCCC2)Cc2c(NC3CCNCC3)ncnc21
7% | O=C(c1n[nH]c2ccccc12)N1CCC2(CC1)N(c1ccccc1)C(=O)CS2=O (stereo not drawn)
14% | Cn1nc(C2CCCN(C(=O)C3CCCC3)C2)n(Cc2ccccc2)c1=O (stereo not drawn)
-7% | Cc1cc(-c2cc(NC(=O)Cc3c[nH]c4ccccc34)ccc2Nc2cccnc2)ccc1F
-8% | COc1ccc(CNc2nc3ccccc3nc2NS(=O)(=O)c2cccc(C)c2)cc1
72%[activator] | COCCN1C(=O)c2cccn2CC1CNC(=O)c1ccc2ccccc2n1 (stereo not drawn)
3% | COc1ccccc1NC(=O)Cn1ccn2nc3c(c2c1=O)CCCCC3
6% | Cc1ccc2oc(=O)c(S(=O)(=O)N3CCc4ccccc4C3)cc2c1

# Looked up above:
# ALOX12 inh, CCn1c(-n2nc(C)cc2C)nc2c1c(=O)n(CCN1CCCCC1)c(=O)n2C = 5%
# ALOX12 inh, Cc1ccc(-c2nc(CCNc3ncccc3C#N)co2)cc1 = 8%
# ALOX12 inh, Cn1nc(C2CCCN(C(=O)C3CCCC3)C2)n(Cc2ccccc2)c1=O (stereo not drawn) = 14%

# The listing continues.
ALOX12 inh | Compound
45%[activator] | O=C(c1ccc2ccccc2n1)N1C[C@@H](CO)[C@H](c2ccccn2)C1
-7% | O=C1NCCN1C(=O)N1CCC[C@@H]1c1noc2cc3ccccc3cc12
40% | C[C@H](N)C(=O)N1CCC(n2nccc2NC(=O)Nc2cccc(F)c2)CC1
59% | CCOc1cc(=O)n2c(c1C(=O)NC1CCc3ccccc31)CCCCC2 (stereo not drawn)
? | CCOCCCNC(=S)NCc1cccc(COCc2ccccc2)c1
23% | COCCOCc1nc(C2CCCN2C(=O)Nc2ccccc2F)no1 (stereo not drawn)
10% | CCOc1ccc(NC(=O)N2CCc3cc(OC)c(OC)cc3C2CNC(=O)NC(C)C)cc1 (stereo not drawn)
3% | CCN(CC)S(=O)(=O)c1cc([N+](=O)[O-])ccc1N/N=C/c1cccs1
? | Cc1nc(N)sc1C
? | COc1ccccc1Nc1nc(-c2sc(NC(C)=O)nc2C)cs1
-22%[176 µM] | O=C(O)CCC(=O)N[C@H]1CCN2C(=O)c3ccc(Cl)cc3NC(=O)[C@H]12
15% | Cc1ccc(C(=O)N2C[C@@H](Oc3ccccc3)C[C@H]2C(=O)NC2CC2)s1
-2% | CCCCN(C)S(=O)(=O)NC1CCN(c2ncccn2)CC1
-8% | Cc1nc(CCNS(=O)(=O)c2ccc3c(c2)OCCO3)no1
-9% | COCCN1CCC(N2CCN(S(=O)(=O)c3ccc(Cl)s3)CC2)C1=O (stereo not drawn)
33% | O=C([C@@H]1C[C@H](F)CN1S(=O)(=O)c1cccs1)N1CCCCC1
? | COc1ccc(-n2nnnc2SCc2cc(=O)oc3cc(O)ccc23)cc1
28%[176 µM] | Cc1nnc([C@H]2CCN(C(=O)c3ccccc3)C2)o1
? | Cc1sc(N)nc1-c1ccc(NC(=O)C(C)C)cc1
2% | O=C(NC1CCCCCCC1)C1CCCN(c2cnn(Cc3ccccc3)c(=O)c2)C1 (stereo not drawn)

# A second format for part of the listing above:
SMILES,ALOX12 inh
O=C([C@@H]1C[C@H](F)CN1S(=O)(=O)c1cccs1)N1CCCCC1,33%
COc1ccc(-n2nnnc2SCc2cc(=O)oc3cc(O)ccc23)cc1,?
Cc1nnc([C@H]2CCN(C(=O)c3ccccc3)C2)o1,28%[176 µM]
Cc1sc(N)nc1-c1ccc(NC(=O)C(C)C)cc1,?
O=C(NC1CCCCCCC1)C1CCCN(c2cnn(Cc3ccccc3)c(=O)c2)C1 (stereo not drawn),2%

# New compounds follow:
ALOX12 inh | Compound
? | CC(C)(C)n1nnnc1SCc1csc(Nc2ccccc2)n1
? | CCCOC(=O)c1ccccc1OC(=O)c1ccc(Cl)cc1Cl
0% | O=C1CC2(CCN([S+](=O)([O-])c3ccccc3)CC2)Oc2ccccc2N1
? | COc1ccc(Nc2nc(N)c(C(=O)c3cc(C)ccc3C)s2)cc1Cl
-1% | COC[C@@H]1CN(C(=O)c2ccccc2OC)C[C@H]1c1nc(C2CC2)no1
53%[activator] | CN1C(=O)CC(C(=O)O)C12CCN(Cc1cccc(OC(F)F)c1)CC2 (stereo not drawn)
? | O=S(=O)(Nc1ccc(-c2ccc(N3CCCCCC3)nn2)cc1)c1ccc(Cl)s1
-14% | CCOc1ccc(S(=O)(=O)Nc2ccc(C)cc2)cc1-c1nc2c(C(C)(C)C)nn(C)c2c(=O)[nH]1
-15% | O=C(O)c1ccc(NC(NC(=O)c2ccco2)C(=O)c2ccccc2)cc1 (stereo not drawn)
-19% | CCOc1ccc(C(O)c2nccn2Cc2ccccc2)cc1OC (stereo not drawn)
24% | O=C([C@H]1C[C@@H](F)CN1S(=O)(=O)c1ccc(Cl)cc1)N1CCOCC1
50%[activator][176 µM] | COCC(=O)N1CCC2(CC1)Cc1ccccc1NC2=O
? | Cc1ccc(-c2nc3c(Br)cc(C)cn3c2Cc2cccc(Cl)c2)cc1
? | O=C(Cn1ccn2nc(-c3ccccc3)c(CO)c2c1=O)NCc1ccc(F)cc1F
1% | Cc1cc(N2CCC3(CCC(=O)N(CC4CCCO4)C3)CC2)nc(N)n1 (stereo not drawn)
24µM* | CC(C)c1cc(C(C)C)c(CC(=O)NS(=O)(=O)Oc2c(C(C)C)cccc2C(C)C)c(C(C)C)c1
3% | CN(C)S(=O)(=O)c1cccc(S(=O)(=O)Nc2cccc(C#N)c2)c1
-2% | Cc1ccc(CN2CC(Oc3ccccc3C(=O)NC3CC3)C2)cc1
26% | CC(C)c1nc2c(c(-c3ccc(O)cc3)n1)CCN(Cc1ccccc1)CC2
23% | CN(CC1CCN(CCc2cccc(F)c2)CC1)C(=O)COc1cccnc1

# Part of the list above, reformatted:
molecule: COCC(=O)N1CCC2(CC1)Cc1ccccc1NC2=O
  ALOX12 inh: 50%[activator][176 µM]
molecule: Cc1ccc(-c2nc3c(Br)cc(C)cn3c2Cc2cccc(Cl)c2)cc1
  ALOX12 inh: ?
molecule: O=C(Cn1ccn2nc(-c3ccccc3)c(CO)c2c1=O)NCc1ccc(F)cc1F
  ALOX12 inh: ?

# Two consecutive compounds out of the list so far, for reference:
ALOX12 inh | Compound
3% | CN(C)S(=O)(=O)c1cccc(S(=O)(=O)Nc2cccc(C#N)c2)c1
-2% | Cc1ccc(CN2CC(Oc3ccccc3C(=O)NC3CC3)C2)cc1

# The listing continues:
ALOX12 inh | Compound
-31% | Cn1cc(CN[C@H]2C[C@H]3C(=O)NC[C@@H](CCC(=O)N4CCCCC4)N3C2)c2ccccc21
-3% | O=C(O)C1CCCN1C(=O)c1cccc(Cl)c1 (stereo not drawn)
? | Cc1noc(C)c1-c1cc2c(cc(C)n2CCN(C)C)c(-c2ccsc2)n1
-27%[176 µM] | Cc1ccccc1-c1ccnc(-c2nnc(C)n2C(C)C)c1
-26% | CCOc1ccc(/C=C/c2nc(C#N)c(N(C)Cc3ccccc3)o2)cc1
21% | O=S(=O)(N[C@@H]1CCOC[C@H]1Oc1ccccn1)c1ccc(Cl)s1
24% | COc1ccc(S(=O)(=O)N2CCN(Cc3ncc(-c4ccc(F)cc4)o3)CC2)cc1OC
-1% | Cc1c(NC(=O)Cn2cnc3c2c(=O)n(C)c(=O)n3C)cccc1[N+](=O)[O-]
1%[6.33 µM] | O=C1NCc2ccccc2CC12CCCCN2Cc1cncs1 (stereo not drawn)
-57% | CSc1ccc(-c2noc(Cn3cnc4c(oc5ccccc54)c3=O)n2)cc1
? | COCCn1ncc(N2CCCC(CC(=O)Nc3ccc(C)cc3C)C2)cc1=O (stereo not drawn)
93%[activator] | Cc1noc(-c2cccs2)c1C(=O)N(C)Cc1ccccc1
29% | COc1ccc(C(=O)NC(C(=O)NC(C)C)C2CCN(C(=O)c3ccccc3C)CC2)cc1 (stereo not drawn)
-28% | Cc1ccc(NC(=O)CCn2c(=O)oc3cc(S(=O)(=O)N4CCCC4)ccc32)cc1C(F)(F)F
-1% | Cc1ccc(CNc2ncccc2C#N)cc1
43%[activator] | COc1ccc(C2Cn3nnc(C(=O)N4CCN(C(=O)c5ccccc5F)CC4)c3CO2)cc1 (stereo not drawn)
1% | Cc1ccc(Oc2ccc(NC(=O)C3(C#N)CCCC3)cc2)cc1
3% | COc1ccc(NC(=O)O[C@@H]2CO[C@H]3[C@@H]2OC[C@@H]3NS(=O)(=O)c2ccc3ccccc3c2)cc1
-4% | COc1ccccc1CNc1nc2ccccc2nc1NS(=O)(=O)c1cccc(C)c1
-27% | COc1ccccc1-c1ccc2ncnc(N(C)C)c2c1
1%[176 µM] | OC(c1cccc(C(F)(F)F)c1)c1nc(Nc2cccc(Cl)c2)n[nH]1 (stereo not drawn)
29% | COc1ccc(CNC(=O)CCc2conc2-c2ccc(C)cc2)cc1
7% | COc1ccccc1C1C=C(C(=O)O)Nc2c(C(=O)Nc3ccc(C)cc3)cnn21 (stereo not drawn)
28µM* | Cc1ccc(Cn2cc(-c3ccncc3)cc2C(=O)NC2CC2)cc1
? | COc1ccc(NC(=O)Nc2ccc(-c3nnc(-c4ccccc4)o3)cc2)cc1F
? | CCCc1noc(-c2ccn3c(CNC(=O)c4cc(Cl)ccc4F)nnc3c2)n1
-26% | O=C(NCC1CCOCC1)[C@@H]1C[C@@H](c2ccc(F)cc2)N([S+](=O)([O-])c2cccnc2)C1
-4% | O=C(NCC1OCCc2ccccc21)c1ccccc1Br (stereo not drawn)
50%[activator][176 µM] | CC(C)C[C@@H]1N[C@H](C(=O)NCc2cccs2)Cc2cn(CC3CC3)c3cccc1c23
-19% | CCOC(=O)C1=CCN(S(=O)(=O)c2cccc(Cl)c2)C1c1cccc(Br)c1 (stereo not drawn)
-18%[57.4 µM] | Cc1cc(C(C)Nc2ccccc2)c2nc(N3CCOCC3)cc(=O)n2c1 (stereo not drawn)
? | Cc1ccc(NC(=O)C23CCC(C)(C(=O)C2)C3(C)C)c(C)c1 (stereo not drawn)
? | Cc1ccc(C(=O)/C=C/c2c(C)n[nH]c2C)cc1C
41%[176 µM] | Cc1ccc2c(C(=O)N3CCOCC3)cnn2c1
17% | CC(C)NNC(=O)c1ccccc1
10% | CN(C)c1nc(Oc2ccc(=O)n(C)n2)nc(N(C)C)n1
5% | Cc1nc(-c2cc3ccc(OC(=O)C(C)C)cc3oc2=O)cs1
? | CCN(CC)C(=O)Cn1nc(-c2ccc(C)c(S(=O)(=O)N(C)C)c2)c2ccccc2c1=O
? | NC(N)=N/N=C/C(Br)=C/c1ccccc1
